H1N1 NS1A inhibition: H1N1 influenza NS1A inhibitors, functional cell based assay (AID 504329); 0.3% of 340,000 active; NS1A functional cell-based assay, percent inhibition; higher % means a stronger effect; inhibition, % at 12.5 µM; hits with a dose series show IC50 in µM; in the data active = a potency from the dose series; inconclusive = inhibition above about 27% without an active follow-up result; also: strong numbers were not always called active
M. tuberculosis HTS: M. tuberculosis growth inhibition, HTS (AID 449762). M. tuberculosis H37Rv growth inhibition, 7H9 media; higher % means a stronger effect. one-dose inhibition, % at 25 µM; IC50 in µM for titrated hits. 0.59% of 330,000 active; in the data active = a potency from the dose series; inconclusive = inhibition above about 70% without an active follow-up result;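 also: bacterial growth assessed after seven days of incubation; strong numbers were not always called active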
PhoP GFP inhibition: PhoP regulon inhibitors, Salmonella typhi PhoP promoter GFP reporter, confirmatory (AID 1850); 0.33% of 310,000 active; Salmonella Typhi PhoP-promoter GFP reporter, fluorescence, 4 h; higher % means a stronger effect; one-dose inhibition, % at 50 µM; IC50 in µM for titrated hits; in the data active = a potency from the dose series; inconclusive = inhibition mostly from about 25% at the one dose, without a potency; inactive = the rest, 99 in 100 with inhibition below about 19%;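 also: 0% = induced wells with vehicle and 100% = uninduced wells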
VEEV TC-83 Vero: inhibitors of VEEV TC-83 cytopathic effect, confirmation, Vero cells (AID 588727); Vero cells, VEEV TC-83 cytopathic effect inhibition; higher % means a stronger effect; inhibition, % at 20 µM, or IC50 in µM where a hit was titrated; 0.13% of 350,000 active; in the data active = a potency from the dose series; inconclusive = inhibition mostly from about 14% at the one dose, without a potency; inactive = the rest, 99 in 100 with inhibition below about 12%; also: strong numbers were not always called active
tuberculosis growth: growth inhibition of non-replicating M. tuberculosis (AID 488890); inhibition, % at 25 µM; hits with a dose series show IC50 in µM; 0.39% of 320,000 active; Mycobacterium tuberculosis non-replicating, growth inhibition; higher % means a stronger effect; in the data active = a potency from the dose series; inconclusive = inhibition mostly from about 82% at the one dose, without a potency; inactive = the rest, 99 in 100 with inhibition below about 76%;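 also: plate controls were DMSO cells for no effect and high antibiotic wells for full effect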
VEEV TC-83 Vero 10K pilot screen: also measured in VEEV TC-83 Vero; calls as there; inhibition, %; measured here: 10K pilot screen inhibition
The depositor's hits bear a star; i = inactive; ? = inconclusive; nt = not tested or not shown.

SMILES	H1N1 NS1A inhibition	M. tuberculosis HTS	PhoP GFP inhibition	VEEV TC-83 Vero	tuberculosis growth	others
COc1ccccc1CCC(=O)OCC(=O)NC1CC1	-7%	-1%	-8%	2.3%	-6%
Cc1ccc(NC(=O)N2C3CCCC2CC(NC(=O)C(C)(C)C)C3)cc1 (stereo not drawn)	-2%	-7%	-5%	0.8%	5%
COc1ccc(C(N)CCc2ccco2)cc1 (stereo not drawn)	6%	-12%	-9%	0.3%	22%
CCC(C)Sc1ccc([C@@H]2[C@H]3C(=O)N(C)C(=O)[C@H]3[C@]3(C(=O)OC)CCCN23)cc1 (stereo partly drawn)	7%	-4%	nt	0.1%	8%
Cc1c(C(=O)OCC(C)(C)CN(C)C)oc2ccccc12	6%	-9%	0%	0.7%	-3%
CCOC(=O)C(=O)Nc1nnc(CCc2ccccc2)s1	-2%	-1%	2%	1.4%	-1%	VEEV TC-83 Vero 10K pilot screen=0.2
O=C(CSc1nnc(-c2ccco2)o1)Nc1cccc([N+](=O)[O-])c1	-3%	4%	-11%	1.8%	-1%
CCC(=O)Nc1nc2ccccc2n1Cc1ccccc1	-14%	?	-10%	i	4.9µM*
CC(C)(C)OC(=O)NNC(=O)C12CC3CC(CC(C3)C1)C2	-6%	-4%	-1%	2.1%	3%
CCOc1ccccc1NC(=O)CN(C)S(=O)(=O)c1ccc2[nH]c(=O)oc2c1	5%	4%	0%	0.7%	31%
COc1ccc(/C=c2\sc3nc(-c4ccccc4OC)nn3c2=O)c(OC)c1	-4%	-1%	-23%	0.9%	6%
O=[N+]([O-])c1cc2c(cc1CN1CCN(c3ccccc3)CC1)OCO2	1%	-6%	0%	i	27%
Cc1ccc(Cl)cc1NC(=O)CSc1nnc(C)n1-c1ccccc1	-5%	3%	5%	0.6%	24%
COc1ccc(/C=C2\SC(=O)N(CCNC(=O)C3CSC4(C)CCC(=O)N34)C2=O)cc1 (stereo not drawn)	1%	7%	-2%	9.4%	14%
CS(=O)Cc1cc(Sc2ccccc2)nc(-c2ccncc2)n1 (stereo not drawn)	-7%	1%	11%	1.5%	-11%	VEEV TC-83 Vero 10K pilot screen=1.5
Cc1c(Cl)cccc1NC(=S)N(Cc1cccs1)C1CCCC1	-1%	0%	1%	0.5%	10%
CN(C)CCCN(C(=O)c1ccc(S(=O)(=O)N(C)C)cc1)c1nc2cc3c(cc2s1)OCO3	-5%	3%	0%	i	-3%	VEEV TC-83 Vero 10K pilot screen=0.8
O=C(CCCc1cccs1)N1CCN(S(=O)(=O)c2ccccc2Br)CC1	4%	2%	0%	5.5%	24%
Cc1ccc(NC2=NCC(=O)N2C2CCCC2)cc1	-4%	2%	1%	i	4%
Nc1ccc(NC(=O)c2cccs2)c(Cl)c1	7%	-3%	15%	i	12%
O=P1(NC2CCCCC2)OCC2(CO1)COP(=O)(NC1CCCCC1)OC2 (stereo not drawn)	-2%	nt	nt	0.1%	nt
O=C(CCCOc1ccccc1)Nc1ncccn1	4%	0%	1%	0.1%	31%
O=C(O)c1cccc([N+](=O)[O-])c1C(=O)Nc1cccc2ccccc12	16%	-3%	-10%	0.1%	22%
Cc1ccc(NC(=O)CCCC2CCCCC2)c(O)c1	-6%	-4%	-6%	2.9%	22%
COc1ccc(Br)cc1C(C[N+](=O)[O-])c1c(N)n(C)c(=O)n(C)c1=O (stereo not drawn)	-8%	?	21%	26%	?
CCOC(=O)/C(N=Nc1c(Br)cc(Br)cc1Br)=C(\C)O	4%	-8%	-3%	1.8%	18%
O=C(O)C1C2CCC(C2)C1C(=O)NCc1ccccn1 (stereo not drawn)	-11%	2%	-9%	i	2%
COc1cccc(CC(=O)OCC(=O)N2CCN(c3ccc(F)cc3)CC2)c1	18%	-6%	-3%	0.7%	34%
O=c1[nH]cnc2scc(-c3ccsc3)c12	-3%	-3%	-6%	0.6%	-9%
Cc1occc1-c1nnc(SCC(=O)N(C)c2ccccc2)n1C	-8%	-2%	-4%	1.7%	-6%
O=C(/C=C/c1ccccc1)N1CCC(c2ccccc2)C1 (stereo not drawn)	-4%	-3%	4%	0.3%	?
CCCCc1nc2ccccc2c(=O)n1-c1ccc(Cl)cc1[N+](=O)[O-]	15%	5%	3%	1.0%	22%
Cc1ccc(S(=O)(=O)N(CC(=O)NN=C2CCN(C)CC2)c2ccc(C(C)C)cc2)cc1	-7%	-7%	0%	0.8%	5%
COc1ccc(-c2csc(CCn3nc(C)cc3C)n2)cc1OC	10%	-9%	3%	4.9%	8%
CN(C)S(=O)(=O)c1cccc(NC(=O)CCNC(=O)Nc2ccccc2)c1	2%	-6%	nt	i	8%
Cc1c(NC(=O)Nc2ccccc2Cl)c(=O)n(-c2ccccc2)n1C	5%	5%	2%	1.1%	-3%
Cc1ccc(NC(=O)COC(=O)c2cc(Cl)ccc2[N+](=O)[O-])cc1	-4%	-2%	4%	2.1%	?
Cc1ccc(OCC2Cn3c(nc4c3c(=O)n(C)c(=O)n4C)O2)cc1 (stereo not drawn)	5%	0%	-7%	1.4%	8%
Cc1occc1-c1nnc(SCC(=O)c2c(N)n(Cc3ccccc3)c(=O)n(C)c2=O)n1C	-2%	-2%	-6%	2.3%	2%
CCOC(=O)N/N=C1\CCS(=O)(=O)c2ccc(Cl)cc21	-26%	0%	4%	1.4%	-5%
CC1(C)CC(=O)C2=C(C1)OC(c1ccc(O)cc1)C(C#N)=C2N (stereo not drawn)	1%	-6%	8%	0.9%	66%
COc1ccc([C@@H]2[C@@H]3C(=O)N(C(C)(C)C)C(=O)[C@@H]3[C@]3(Cc4ccccc4)C(=O)N(c4ccc(C)cc4)C(=O)N23)cc1	-4%	8%	-3%	1.3%	8%
O=c1cnnc(N/N=C/C2CC=CCC2)[nH]1 (stereo not drawn)	4%	3%	2%	i	-9%
Cc1nc2ccccc2c(=O)n1-c1ccc(Br)cn1	nt	-3%	0%	i	5%
COc1cc(C(=O)NCc2nnc(SCC(=O)Nc3nccs3)o2)cc(OC)c1OC	21%	0%	-6%	2.1%	-12%
Cc1ccc(S(=O)(=O)Oc2ccc(/C=C3\N=C(c4cccc(C)c4)OC3=O)cc2)cc1	-22%	-1%	7%	i	-5%
O=Cc1ccc(N2CCCC2)o1	-4%	5%	4%	0.5%	12%
CCCCNC(=O)COC(=O)c1cc2c(C)nn(-c3ccccc3)c2s1	-16%	1%	-3%	0.4%	3%
COc1ccc2[nH]c3c(c2c1)CCN1C(=O)C(CC(=O)NCc2cccc(C(F)(F)F)c2)C[C@H](C(=O)N2CCOCC2)[C@@]31C (stereo partly drawn)	21%	nt	nt	0.1%	nt
Oc1ccc(O)c(/C(=N/Nc2ccccc2)c2ccccc2)c1	nt	11%	-5%	nt	?
O=C(c1cc(-c2cccs2)on1)N1CCN(C(c2ccccc2)c2ccccc2)CC1	-5%	-3%	1%	0.5%	-21%
O=S(=O)(NCc1ccccc1)c1cccc2nsnc12	-6%	3%	-23%	i	-4%
O=C(NNC(=O)c1ccccc1F)c1ccc(S(=O)(=O)N2CCCC2)cc1	-6%	-6%	nt	1.9%	-4%
CCOc1ncc(S(=O)(=O)N2CCN(CC)CC2)cc1C(=O)O	-10%	-8%	-6%	1.9%	-16%
O=C(Nc1ccc(N2CCOCC2)cc1N1CCOCC1)c1ncoc1-c1cccc(F)c1	-1%	-3%	12%	11%	13%
Cc1nnc(Sc2nc3ccccc3o2)c2ccccc12	-2%	8%	9%	9.2%	75%
CC(=O)SCC[N+](C)(C)C	-3%	-6%	-12%	i	-10%
CC(=O)Nc1ccc(S(=O)(=O)NCc2ccc3[nH]c(C)cc3c2)cc1	15%	-5%	-4%	1.5%	58%
NC(=O)N/N=C/c1ccc2cccc(OCc3ccccc3)c2n1	nt	13%	-1%	8.4%	-7%
C/C(=N\NS(=O)(=O)c1ccc(C)c([N+](=O)[O-])c1)c1ccc2c(c1)OCO2	21%	-5%	0%	0.3%	23%
New compounds follow.
SMILES	H1N1 NS1A inhibition	M. tuberculosis HTS	PhoP GFP inhibition	VEEV TC-83 Vero	tuberculosis growth	others
CC(CCc1ccccc1)OS(N)(=O)=O (stereo not drawn)	-5%	0%	-4%	i	-3%	VEEV TC-83 Vero 10K pilot screen=0.4
COc1cccc(N2CC(C(=O)Nc3nnc(SCCC4OCCO4)s3)CC2=O)c1 (stereo not drawn)	-10%	-6%	-11%	5.8%	21%
NC(=S)N/N=C/c1cccc(O)c1O	4.5µM*	?	6%	i	19%
O=C(CCC(=O)c1cccs1)Nc1nc2ccccc2s1	16%	-1%	14%	0.8%	13%
Cc1cccc(C)c1NC(=O)CCCn1nc(C)c2c(C)n(-c3ccccc3)nc2c1=O	-14%	-7%	-4%	1.0%	-12%
COC(=O)c1cc(Br)c(=O)n(-c2ccccc2F)c1	-2%	0%	-12%	5.2%	nt
CC1CCN(C(=O)CSc2nc3c(c(=O)n(C)c(=O)n3C)n2C)CC1	6%	6%	-9%	1.0%	-14%
CCCCN(C(=O)c1cc(S(=O)(=O)N2CCCCCC2)ccc1OC)c1ccccc1	-14%	6%	-7%	i	4%
CCCCNc1ncnc2c1cnn2-c1ccc(C)cc1C	-3%	3%	nt	11%	nt
CC1(C)CCC(=O)N(c2ccc(OC(F)(F)F)cc2)C1=O	-2%	-4%	-1%	0.4%	19%
CC1CCN(c2ccc3c(c2)S(=O)(=O)c2cccc(C(=O)NC[C@@H]4CCCO4)c2C3=O)CC1	-5%	-1%	nt	8.3%	24%
C[C@H](CO)N1C[C@H](C)[C@@H](CN(C)C(=O)Nc2ccc3c(c2)OCO3)Oc2c(NS(=O)(=O)c3ccccc3)cccc2C1=O	3%	0%	nt	1.0%	26%
O=C(c1ccccc1)c1ccc(Oc2ccc(C(=O)O)c(C(=O)O)c2)cc1	-19%	-22%	-9%	i	-17%
COc1ccc(/C(N)=N/OC(=O)Oc2ccccc2)cc1OC	12%	4%	-7%	0.9%	-18%	VEEV TC-83 Vero 10K pilot screen=0.3
COc1cc(NC(=O)CC(C)S(=O)(=O)c2ccc3c(c2)NC(=O)CO3)cc(OC)c1OC (stereo not drawn)	1%	-3%	4%	1.2%	7%
Cc1nn(C)c(NC(=O)c2ccccc2Cl)c1Cl	-25%	1%	-4%	i	-16%
COc1ccc(-c2nc(CSCC(=O)N3CCC4(CC3)OCCO4)c(C)o2)cc1OC	-2%	2%	nt	3.7%	12%

2 consecutive entries already listed, quoted:
SMILES	H1N1 NS1A inhibition	M. tuberculosis HTS	PhoP GFP inhibition	VEEV TC-83 Vero	tuberculosis growth	others
CCCCN(C(=O)c1cc(S(=O)(=O)N2CCCCCC2)ccc1OC)c1ccccc1	-14%	6%	-7%	i	4%
CCCCNc1ncnc2c1cnn2-c1ccc(C)cc1C	-3%	3%	nt	11%	nt

Compounds shown so far that contain two or more sulfur atoms, in the order listed:
SMILES	H1N1 NS1A inhibition	M. tuberculosis HTS	PhoP GFP inhibition	VEEV TC-83 Vero	tuberculosis growth	others
COc1ccc(/C=C2\SC(=O)N(CCNC(=O)C3CSC4(C)CCC(=O)N34)C2=O)cc1 (stereo not drawn)	1%	7%	-2%	9.4%	14%
CS(=O)Cc1cc(Sc2ccccc2)nc(-c2ccncc2)n1 (stereo not drawn)	-7%	1%	11%	1.5%	-11%	VEEV TC-83 Vero 10K pilot screen=1.5
Cc1c(Cl)cccc1NC(=S)N(Cc1cccs1)C1CCCC1	-1%	0%	1%	0.5%	10%
CN(C)CCCN(C(=O)c1ccc(S(=O)(=O)N(C)C)cc1)c1nc2cc3c(cc2s1)OCO3	-5%	3%	0%	i	-3%	VEEV TC-83 Vero 10K pilot screen=0.8
O=C(CCCc1cccs1)N1CCN(S(=O)(=O)c2ccccc2Br)CC1	4%	2%	0%	5.5%	24%
O=c1[nH]cnc2scc(-c3ccsc3)c12	-3%	-3%	-6%	0.6%	-9%
COc1cc(C(=O)NCc2nnc(SCC(=O)Nc3nccs3)o2)cc(OC)c1OC	21%	0%	-6%	2.1%	-12%
O=S(=O)(NCc1ccccc1)c1cccc2nsnc12	-6%	3%	-23%	i	-4%
COc1cccc(N2CC(C(=O)Nc3nnc(SCCC4OCCO4)s3)CC2=O)c1 (stereo not drawn)	-10%	-6%	-11%	5.8%	21%
O=C(CCC(=O)c1cccs1)Nc1nc2ccccc2s1	16%	-1%	14%	0.8%	13%
